DNMT1 inh = blocks human DNA methyltransferase DNMT1; DNMT1 molecular beacon, Hinp1I cleavage, fluorescence; 0.83% of 360,000 active; inhibition (reported as % activation of signal), % at 10 µM; in the data active means inhibition above about 50%
Target sequence (P26358 504-1616 limits assumed): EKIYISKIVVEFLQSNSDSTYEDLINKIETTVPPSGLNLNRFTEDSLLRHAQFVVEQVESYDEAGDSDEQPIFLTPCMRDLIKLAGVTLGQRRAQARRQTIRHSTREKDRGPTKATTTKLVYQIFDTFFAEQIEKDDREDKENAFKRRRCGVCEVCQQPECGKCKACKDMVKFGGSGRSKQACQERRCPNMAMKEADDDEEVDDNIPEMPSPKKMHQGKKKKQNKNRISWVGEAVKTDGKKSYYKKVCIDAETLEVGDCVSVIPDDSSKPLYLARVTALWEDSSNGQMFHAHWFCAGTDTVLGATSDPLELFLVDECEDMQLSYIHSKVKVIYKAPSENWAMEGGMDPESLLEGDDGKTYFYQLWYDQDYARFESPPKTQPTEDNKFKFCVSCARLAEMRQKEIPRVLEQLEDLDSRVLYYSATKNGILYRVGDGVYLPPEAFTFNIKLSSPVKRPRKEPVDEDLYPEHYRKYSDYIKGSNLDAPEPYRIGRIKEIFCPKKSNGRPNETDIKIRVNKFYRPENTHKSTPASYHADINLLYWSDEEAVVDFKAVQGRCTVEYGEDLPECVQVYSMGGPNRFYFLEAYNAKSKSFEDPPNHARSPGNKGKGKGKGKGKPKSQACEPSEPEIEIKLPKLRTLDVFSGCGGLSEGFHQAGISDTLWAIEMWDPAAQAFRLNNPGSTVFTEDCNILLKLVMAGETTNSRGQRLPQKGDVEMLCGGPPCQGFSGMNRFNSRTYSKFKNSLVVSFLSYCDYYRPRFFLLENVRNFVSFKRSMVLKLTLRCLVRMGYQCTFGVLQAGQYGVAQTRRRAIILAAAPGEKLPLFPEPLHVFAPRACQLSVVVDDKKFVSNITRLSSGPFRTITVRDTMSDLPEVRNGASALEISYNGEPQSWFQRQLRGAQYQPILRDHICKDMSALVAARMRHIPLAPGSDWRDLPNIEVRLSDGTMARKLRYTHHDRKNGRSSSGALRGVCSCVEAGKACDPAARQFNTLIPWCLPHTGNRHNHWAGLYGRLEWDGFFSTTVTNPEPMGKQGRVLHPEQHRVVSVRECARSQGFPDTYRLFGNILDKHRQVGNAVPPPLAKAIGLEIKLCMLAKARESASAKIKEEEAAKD
MsrA inhibitor = bovine MsrA inhibition; purified bovine MsrA, absorbance read-out; inhibition, % at 15.5 µM; 0.75% of 360,000 active; AID 651718; in the data active means inhibition above about 4.5%;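 further: 0% = vehicle wells with enzyme and 100% = reference inhibitor wells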
NadD block = NadD (S. aureus) enzyme inhibition. inhibition, % at 20 µM. purified NadD enzyme, colorimetric absorbance read-out. 0.78% of 360,000 active; in the data active means inhibition above about 26%; further: some compounds past the cut are filed as inactive
Tb MetRS inh = blocks T. brucei methionyl-tRNA synthetase activity; purified T. brucei MetRS, ATP depletion, Kinase-Glo luminescence; inhibition, % at 11.9 µM; 0.4% of 360,000 active;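 active means inhibition above a per-plate cutoff of the control wells' mean inhibition plus 3 SD, cut at about 5.5% in these data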;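 further: 0% = DMSO wells median and 100% = median of wells with control inhibitor compound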
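Test system: purified T. brucei MetRS enzyme. Also added: ATP, methionine and E. coli bulk tRNA substrates. Compound: 11.9 µM single point. Schedule: 15 min enzyme-compound preincubation, 2 h reaction, 10 min detection, 25 °C. Signal: luciferase luminescence of residual ATP, Kinase-Glo. Evaluation: percent inhibition versus plate control medians. Controls: DMSO wells, low control.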
Rpn11 block = inhibitors of human proteasome Rpn11. O00487. human 26S proteasome, Ub4-pepOG fluorescence polarization; 20S core pre-blocked with epoxomicin. 0.59% of 360,000 active. calls only at 20 µM;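 active means inhibition at 20 µM, scaled to each plate's controls, above about 33%, limit read from the data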
Scp1 inh = inhibitors of human Scp-1 phosphatase; inhibition, % at 20 µM; AID 493091; 0.88% of 340,000 active; Recombinant Scp1, phosphopeptide, malachite green phosphate absorbance; Q9GZU7;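 active means inhibition above about 50% at 20 µM, limit read from the data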;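 further: plate controls were DMSO wells with enzyme for no effect and wells lacking enzyme for full effect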
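Material – SCP-1 phosphatase catalytic domain, residues 76-261 · Buffer or medium – Acidic Tris acetate buffer with magnesium and detergent · Also added – Phospho 17-mer peptide substrate · Compound – single 20 µM dose, 1% DMSO · Times – 45 min room-temperature reaction, 5 min colour, 30 min stabiliser · Technique – Phosphate-binding colour reagent, absorbance read at 630 nm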
SUMO1 PPI mod = alters human SUMO1 binding to SIM partners. SUMO1 binding to a labelled peptide, TR-FRET, 1 h. inhibition, % at 20 µM. 0.33% of 360,000 active; in the data active means inhibition above about 37%
STEP block = STEP (human) phosphatase inhibition | P54829 | recombinant STEP, OMFP fluorogenic substrate, fluorescence | inhibition, % at 20 µM | 0.25% of 360,000 active;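 active means inhibition at 20 µM, scaled per plate between control wells, above about 37%, limit read from the data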;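 further: 0% = DMSO with enzyme and substrate and 100% = substrate only without enzyme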
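Material: STEP (striatal-enriched tyrosine phosphatase) enzyme, cell-free | Medium: 50 mM Bis-Tris pH 6.0 with 2.5 mM DTT and 0.005% Tween 20 | Read-out: Percent inhibition scaled to no-enzyme and uninhibited-enzyme controls, plate-pattern corrected | Signal: Fluorescence read at 480 nm ex / 540 nm em | Times: 20 min reaction, room temperature, in the dark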
LMPTP block = LMPTP (human) inhibition | P24666 | recombinant LMPTP-A, OMFP fluorogenic substrate, fluorescence intensity | inhibition, % at 20 µM | 0.22% of 360,000 active | AID 651560;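 active means compounds that cut the enzyme signal by at least half of the control window in the single-dose screen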;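 further: plate controls were DMSO wells with enzyme plus substrate for no effect and substrate without enzyme for full effect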
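Test system: LMPTP-A phosphatase enzyme. Amount: LMPTP-A at 0.625 nM final in the reaction. Reagent: OMFP substrate, 400 µM final. Times: 50 min at room temperature. Signal: endpoint fluorescence intensity from OMFP dephosphorylation. Read-out basis: % inhibition. Benchmarks: no-enzyme and uninhibited controls.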
CSN deneddyl inh = inhibitors of human CSN-mediated cullin deneddylation | Q92905 | Purified CSN, SCF-Nedd8-OG deneddylation, fluorescence polarization | inhibition, % at 12.5 µM | AID 651999 | 0.38% of 360,000 active;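 active means pattern-corrected inhibition above about 35%, with an unprinted fluorescence ratio check between 0.5 and 1.5, limit read from the data, passing the limit was not always enough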;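 further: 0% = enzyme with substrate and 100% = substrate without enzyme; some results filed as inactive read as strong as hits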
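Test system: purified human Csn5 enzyme expressed in HEK293T cells. Amount: 0.24 nM enzyme. Reagent: SCFSkp2-Nedd8OG substrate at 10 nM final. Schedule: 90 min incubation of compound, enzyme and substrate at room temperature. Detection: fluorescence polarization. Read-out: % inhibition of substrate cleavage by Csn5.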
* = called active by the depositor; i = inactive; nt = no result given.

SMILES | DNMT1 inh | MsrA inhibitor | NadD block | Tb MetRS inh | Rpn11 block | Scp1 inh | SUMO1 PPI mod | STEP block | LMPTP block | CSN deneddyl inh
CCN(C(=S)NC(=O)C1CCCC1)C1CCCCC1 | 3 | -0.5 | -3 | -0.7 | i | -5 | 1 | 4 | -0.4 | 0
COc1ccc(-c2nc(N)ncc2-c2ccccc2)c(O)c1 | 3 | -0.2 | -9 | -0.5 | i | -7 | -4 | -2 | 0.6 | 5
Cc1ccc(/C=N/N=C2/NC(=O)C(CC(=O)Nc3ccccc3)S2)o1 (centres undefined) | 4 | 1.1 | 2 | -1.2 | i | 1 | -6 | -1 | 0.9 | -3
Cc1nn(-c2ccccc2)c(C)c1/C=N/N1CCN(c2ccccc2)CC1 | -10 | nt | 7 | 0.1 | i | -3 | 1 | 0 | 1.3 | 1
O=C(Nc1ccc(Cl)c(-c2nc3ccccc3[nH]2)c1)c1ccc2c(c1)OCO2 | -7 | -0.4 | 8 | 0.1 | i | 0 | 6 | 2 | 2.4 | 3
CC(=O)Nc1cccc(C(=O)OCN2C(=O)c3ccccc3C2=O)c1 | 1 | 1.6 | -4 | -0.4 | i | -8 | -6 | 1 | -0.1 | 2
c1ccc2c(c1)ccc1nnc(SCc3ccc4c(c3)OCCO4)n12 | 1 | -0.4 | 6 | -0.1 | i | 1 | 0 | -3 | 0.4 | 3
COc1ccc(CCNC(=O)CNS(=O)(=O)c2ccc(F)c(Cl)c2)cc1OC | -1 | -0.1 | -4 | -0.6 | i | -2 | 3 | -2 | -0.3 | 0
CCOC(=O)CNC(=O)N1CCCC(CCC(=O)NCc2ccc(F)c(F)c2)C1 (centres undefined) | 0 | 0.4 | -1 | -0.5 | i | -4 | -1 | -1 | -1.7 | 5
O=C(Nc1ccc(NC(=O)c2cccs2)cc1)c1ccco1 | -1 | 3.4 | -1 | -1.2 | i | -8 | 0 | -9 | -1.3 | 1
Cc1nn(Cc2ccc(Cl)cc2)c(Cl)c1/C=N/NC(=O)c1cccnc1 | -2 | -0.7 | -2 | -0.1 | i | -8 | 0 | -1 | 0.2 | 1
CCC(=O)NC(c1cccc([N+](=O)[O-])c1)c1c(OC(C)=O)ccc2ccccc12 (centres undefined) | -1 | 0.2 | 4 | 0.3 | i | -6 | -9 | 1 | 0.7 | 0
CCOC(=O)CSc1n[nH]c(NS(=O)(=O)c2ccccc2C(F)(F)F)n1 | 3 | 1.5 | 0 | -1.1 | i | 3 | -2 | -3 | -0.3 | 3
Cc1ccc2oc(C(=O)Nc3ccc(S(=O)(=O)Nc4onc(C)c4C)cc3)c(C)c2c1 | -1 | 1.7 | 4 | -0.3 | i | -12 | 15 | -2 | 0.3 | 0
O=C(CC1C(=O)NCCN1Cc1ccccc1F)NC1CCCCCC1 (centres undefined) | -4 | -1.2 | 3 | -0.5 | i | nt | 1 | -2 | -1.6 | -1
COc1ccc(CNC(=O)COC(=O)c2ccc(F)c(S(=O)(=O)N3CCOCC3)c2)cc1 | 1 | 0.0 | 0 | -0.4 | i | -5 | 2 | -2 | -0.4 | 0
COC(=O)CN(n1cnnc1)S(=O)(=O)c1ccccc1 | 2 | -0.1 | -3 | 0.1 | i | -2 | -2 | 1 | -1.1 | 0
O=C(O)c1ccc2c(c1)N(Cc1ccc(F)cc1)C(=O)c1ccccc1S2 | -2 | 1.6 | 1 | -0.1 | i | -8 | 2 | -3 | -0.7 | 0
CCOC(=O)N1CCN(C(=O)CN2C(=O)NC(c3ccccc3)(c3ccccc3)C2=O)CC1 | 2 | 1.9 | -1 | 0.4 | i | -5 | 2 | 0 | 1.3 | -2
Cc1c(-c2ccccc2)sc(N)c1C(=O)N1CCOCC1 | -1 | 0.8 | 9 | -1.0 | i | 0 | -1 | 3 | -0.3 | 2
CCN(CC)S(=O)(=O)c1ccc2oc(C(=O)NC3CC3)c(C)c2c1 | 0 | 0.3 | -2 | -0.5 | i | -8 | 9 | 1 | -1.1 | 1
Cn1nc(-c2ccc(OCC(N)=O)cc2)c2ccccc2c1=O | 7 | -0.4 | 6 | -0.3 | i | 2 | -7 | 5 | -2.2 | 2
COCCN(CCNC(=O)c1ccc(NC2=NC3CS(=O)(=O)CC3S2)cc1)Cc1ccco1 (centres undefined) | 8 | -0.1 | -8 | -0.1 | i | -4 | 0 | 1 | -1.5 | 2
N#C/C(=C\c1ccc(F)cc1)c1nc(-c2ccco2)cs1 | 1 | -0.5 | -2 | -0.2 | i | 5 | -1 | -2 | 0.3 | 20
CC[C@]12c3[nH]c4ccc(Cl)cc4c3CCN1C(=O)[C@@H](CC(=O)NC(C)(C)C)C[C@@H]2C(=O)N1CCN(C(=O)c2ccco2)CC1 | -2 | 0.3 | -3 | -0.5 | i | 4 | 3 | -2 | -0.8 | 1
Fc1ccc(-c2ccc(Nc3cccc(F)c3)nn2)cc1 | 0 | 0.1 | -2 | -0.1 | i | -1 | -5 | -3 | 0.2 | 3
O=S(=O)(NC1CC1)c1ccc(Cl)cc1F | 0 | 0.7 | 3 | -0.7 | i | -5 | 1 | -5 | -0.2 | 0
CCCC(C)Sc1nc2c([nH]1)c(=S)n(C)c(=O)n2C (centres undefined) | 1 | 2.8 | -1 | -0.3 | i | 2 | -22 | 2 | -0.8 | -3
Cn1c(NC(=O)c2ccc(Cl)s2)cc(=O)n(C)c1=O | 5 | 2.6 | 2 | -0.5 | i | -2 | -14 | -7 | 1.1 | -3
CCCCC(CC)Cn1c(N)c(C#N)c2nc3ccccc3nc21 (centres undefined) | -11 | -0.7 | 6 | 0.2 | i | -5 | -3 | 1 | 2.8 | 5

Next part, starting with the last 4 of the part before.
SMILES | DNMT1 inh | MsrA inhibitor | NadD block | Tb MetRS inh | Rpn11 block | Scp1 inh | SUMO1 PPI mod | STEP block | LMPTP block | CSN deneddyl inh
O=S(=O)(NC1CC1)c1ccc(Cl)cc1F | 0 | 0.7 | 3 | -0.7 | i | -5 | 1 | -5 | -0.2 | 0
CCCC(C)Sc1nc2c([nH]1)c(=S)n(C)c(=O)n2C (centres undefined) | 1 | 2.8 | -1 | -0.3 | i | 2 | -22 | 2 | -0.8 | -3
Cn1c(NC(=O)c2ccc(Cl)s2)cc(=O)n(C)c1=O | 5 | 2.6 | 2 | -0.5 | i | -2 | -14 | -7 | 1.1 | -3
CCCCC(CC)Cn1c(N)c(C#N)c2nc3ccccc3nc21 (centres undefined) | -11 | -0.7 | 6 | 0.2 | i | -5 | -3 | 1 | 2.8 | 5
CC1CCC/C(=C(\C#N)c2nc(-c3cc4ccccc4oc3=O)cs2)C1 (centres undefined) | 3 | 1.7 | -6 | 0.2 | i | -15 | 1 | 1 | 1.9 | -5
CCOC(=O)/C=C1/SCC(=O)N1Cc1ccc(Br)cc1 | 1 | -0.7 | -2 | -0.2 | i | -12 | 7 | 3 | 0.4 | 2
CCOC(=O)N1CCC(Nc2ncnc3c2cnn3-c2ccc(C)cc2C)CC1 | 0 | 0.0 | 3 | -0.8 | i | -13 | -1 | -3 | -0.5 | 3
COc1ccc(N2C(=NC(=O)CCCc3ccccc3)SC3CS(=O)(=O)CC32)cc1 (centres undefined) | 1 | 3.1 | -6 | -1.1 | i | 6 | 2 | -5 | 0.8 | 3
Nn1c(SCC(=O)NCCN2C(=O)CSC2=O)nnc1-c1ccc(OC(F)F)cc1 | -1 | -1.0 | -1 | -0.3 | i | -8 | 6 | 0 | -0.3 | 2
CCS(=O)(=O)C1C(=O)N(C)C(S(=O)(=O)CC)C(=O)N1C (centres undefined) | 2 | -0.3 | -2 | -0.1 | i | nt | 3 | 0 | -2.9 | 1
C=CCC(NCc1ccccc1)c1ccco1 (centres undefined) | 0 | nt | -3 | -0.9 | i | 19 | -1 | -1 | -0.8 | 0
COCc1cccc(-c2csc(C(N)c3ccc(F)c(F)c3)n2)c1 (centres undefined) | 1 | 1.7 | -1 | -0.2 | i | nt | -4 | 2 | -0.4 | -6
CCCCn1nnnc1C1(C)CCC(=O)N1CC1CCCCC1 (centres undefined) | nt | -0.6 | -2 | -0.3 | nt | nt | 3 | nt | -1.6 | -1
NNC(=O)c1cc(O)c(O)c(O)c1 | 10 | 0.0 | 22 | 1.8 | i | 34 | 13 | 0 | 13 | -7
CC(=O)NCCCc1nc2ccccc2n1Cc1c(F)cccc1Cl | 0 | -0.2 | 4 | 0.1 | i | -10 | -4 | 2 | 2.8 | -4
COc1ccc(C(=O)C2CCCN(S(=O)(=O)c3ccccc3F)C2)c(C)c1 (centres undefined) | -2 | -0.3 | -17 | -0.1 | i | -7 | 1 | 0 | 2.0 | -1
Cc1ccc(C(=O)Oc2ccc(/C=C3\C(=N)N4N=C(N5CCOCC5)SC4=NC3=O)cc2)cc1 | 5 | 0.1 | 40* | -0.2 | i | 11 | 14 | 0 | 1.9 | 2
O=C(CCc1nnc(CCCCc2ccccc2)o1)NCc1cccc(F)c1 | -2 | 0.1 | -8 | -0.6 | i | -7 | -1 | -3 | 0.5 | 4
Cc1cc(C(=O)Nc2ccc3ccccc3c2)c(C)o1 | 0 | -0.4 | -9 | 0.5 | i | -16 | -3 | 4 | 1.1 | 0
Cn1cnc([N+](=O)[O-])c1Sc1ccccc1 | 2 | -0.4 | 8 | -1.0 | i | -15 | -20 | 12 | 0.0 | 0
COc1cccc(COC(=O)C2CCN(S(=O)(=O)c3ccc(C)cc3)CC2)c1OC | 0 | -0.3 | -7 | 0.2 | i | -6 | 7 | 0 | 3.0 | -3
CC(C)(C)c1cnnn1-c1ccc([N+](=O)[O-])cc1 | 0 | 1.7 | 4 | 4.9 | i | -4 | -23 | 0 | -0.9 | 5
CC(NC(=O)c1ccc(-c2cc(C(F)(F)F)ccc2Cl)o1)c1ccccc1 (centres undefined) | 3 | -0.5 | -3 | -0.1 | i | -9 | -14 | 1 | 0.6 | 0
COc1ccc2c(c1)O/C(=C\c1ccccc1O)C2=O | -14 | 1.4 | -3 | -0.6 | i | -7 | -15 | -5 | -0.5 | 2
Cc1cccc(C(=O)NCCc2n[nH]c(=S)n2C)c1 | 3 | 0.3 | -3 | -0.6 | i | -8 | 2 | 2 | -2.8 | -2

High-throughput results deposited in PubChem BioAssay by several laboratories.

Outcome played no part in choosing rows; overall some 3.9% were active at least once.
